14-3-3g Raf – 14-3-3 gamma protein interaction modulation | FP, 14-3-3gamma / TMR-pS259-Raf peptide binding | inhibition, % at 40 µM | 160,000 tested, 0.19% active | AID 422; in the data active means inhibition above about 30%;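 further: 0% = protein plus tracer without compound and 100% = blank with tracer alone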
Target sequence (P61981 whole entry, looked up): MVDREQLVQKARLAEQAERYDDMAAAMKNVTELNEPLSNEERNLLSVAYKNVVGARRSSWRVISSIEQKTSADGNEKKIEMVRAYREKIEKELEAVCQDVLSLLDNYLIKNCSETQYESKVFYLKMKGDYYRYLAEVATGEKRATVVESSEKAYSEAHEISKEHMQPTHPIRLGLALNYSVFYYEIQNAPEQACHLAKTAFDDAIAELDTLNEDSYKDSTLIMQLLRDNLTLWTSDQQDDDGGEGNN
* = called active by the depositor; & = joins results of further samples. An excerpt; rates above refer to the full screens.

14-3-3g Raf,SMILES
-2,CN(C)CCNC(=O)CCn1nc(-c2ccccc2)ccc1=O
-1,CCc1ccc(NS(=O)(=O)c2ccc3c(c2)c(=O)n(C)c(=O)n3C)cc1
-5,Cc1ccc(NCc2nnc(SCCN3CCCCC3)n2CC2CCCO2)cc1Cl (centres undefined)
-5&-20,COc1ccc2c(CCNC(=O)c3ccco3)c[nH]c2c1
2,CC1=NC(c2ccccc2)(c2ccccc2)c2ccccc2N1
10,CCc1nnc(NC(=O)C(C(C)C)N2C(=O)c3ccccc3C2=O)s1 (centres undefined)
3,COc1cc(N/C(=N\c2nc(C)cc(C)n2)NC(=O)c2ccccc2)c(OC)cc1Cl
-2,Cc1ccc(NC(=O)c2c(C)nc3sc(C(N)=O)c(N)c3c2-c2ccc(Cl)cc2)c(C)c1
41*,COc1ccc2oc(=O)c(C(=O)C[n+]3ccc(N(C)C)cc3)cc2c1
9,FC(F)(F)c1nc2ccccc2nc1N1CCc2ccccc2C1
0,O=C(Oc1ccccc1)N1CCN(c2ccc(F)cc2)CC1
2,CCCOC(=O)c1ccc(NC(=O)C2CCCO2)cc1 (centres undefined)
-9,CCOC(=O)c1ccc(-n2[nH]c(-c3ccccc3)cc2=O)cc1
0,Cc1ccc(-c2ccc(=O)n(CC(=O)NCCN3CCCC3)n2)cc1
-10,Cc1cc(C)nc(-n2nc(C)cc2Nc2ccccc2)n1
-2,COc1ccc(OC)c(NC(=O)COc2ccc(S(=O)(=O)NC(C)C)cc2)c1
-2,COc1cc2[nH]c(=O)n(CCc3ccccc3)c(=O)c2cc1OC
-7,CC(C)CSc1nc2ccccc2[nH]1
-8,CC/C(=N\O)C(C)(C)/[N+]([O-])=C/c1ccc(Br)cc1
-5,Cc1c(Cl)cccc1-c1ccc(C(=O)NCc2ccco2)o1

The list goes on; the last 5 above are carried over.
14-3-3g Raf,SMILES
-2,COc1ccc(OC)c(NC(=O)COc2ccc(S(=O)(=O)NC(C)C)cc2)c1
-2,COc1cc2[nH]c(=O)n(CCc3ccccc3)c(=O)c2cc1OC
-7,CC(C)CSc1nc2ccccc2[nH]1
-8,CC/C(=N\O)C(C)(C)/[N+]([O-])=C/c1ccc(Br)cc1
-5,Cc1c(Cl)cccc1-c1ccc(C(=O)NCc2ccco2)o1
-9,COCCNC(=O)C(c1cccc(OC)c1)N(Cc1cccs1)C(=O)Cn1nnc2ccccc21 (centres undefined)
-36,Cc1ccc2nc(-c3ccc(NC(=O)c4ccco4)cc3)[nH]c2c1
1&-3,CCCOc1ccc(N2CC(C(=O)NC(C)C)CC2=O)cc1 (centres undefined)
-3,COC(C(=O)Nc1cccc(F)c1)c1ccccc1 (centres undefined)
123*,O=C(O)c1ccccc1C1=Nc2ccc(O)cc2Oc2cc(O)ccc21
1,CC1CCN(C(c2ccc(N(C)C)cc2)c2nnnn2C(C)(C)C)CC1 (centres undefined)
-5,O=C(CSc1nnnn1-c1ccc(Cl)cc1)Nc1ccccc1C(F)(F)F
-5,O=C(O)c1ccc(CNS(=O)(=O)c2ccc(Cl)cc2)cc1
3,Cc1ccc(-c2cc(C(=O)NCc3ccccc3)c3ccccc3n2)cc1C
-5,CCc1ccc(CN2C(=O)c3ccccc3C2C(=O)NCc2cccnc2)cc1 (centres undefined)
-2,CC(=O)Nc1nonc1NC(C)=O
-8,O=[n+]1cc(-c2ccccc2)n([O-])c2c1CCC2
-6,O=C(CNS(=O)(=O)c1ccc(Br)s1)NCCC1=CCCCC1
-29,O=C(c1cc(-c2ccc(Br)cc2)on1)N1CCN(c2ccccc2)CC1
-1,O=C(Nc1ccc(Br)cc1)C(Cc1ccccc1)NS(=O)(=O)c1cccc2nsnc12 (centres undefined)
0,CC(=O)Nc1ccc(S(=O)(=O)Nc2nc3ccccc3s2)cc1
0,CC(=O)c1cc(-c2ccc(F)cc2)n(CC(=O)NCc2cccs2)c1C
-10,COc1ccc(CCNC(=O)c2ccc3c(=O)n(Cc4ccc(Cl)cc4)c(=S)[nH]c3c2)cc1OC
-8,CC(=O)Nc1ccc(SCC(=O)OCC(=O)NC(=O)NCc2ccco2)cc1
6,COc1cccc(-c2nc(N3CC(C)CC(C)C3)c3ccccc3n2)c1O (centres undefined)
-4,CCCCN(C(=O)Cn1nnc2ccccc21)C(C(=O)NCCOC)c1ccc(OC)cc1OC (centres undefined)
-1,CCCCC[C@H](O)/C=C/[C@@H]1[C@@H](CCCCCCC(=O)O)[C@@H](O)C[C@H]1O
-5,CC1(O)N(c2ccc(Cl)cc2)C(=O)OC12CCCCC2 (centres undefined)
-155,Cc1ccc(C2Nc3ccc(S(=O)(=O)Nc4cccc(Cl)c4C)cc3C3C=CCC32)cc1 (centres undefined)
-16,CCOC(=O)c1cc2c(=O)n3ccccc3nc2n(C(C)C)c1=NC(=O)c1ccc(OCC)cc1
1,O=C(CC(CC(=O)c1ccccc1)C(=O)O)c1ccccc1
1,Nc1c2c(nc3ccn(-c4ccccc4)c(=O)c13)CCCCC2
-21,CC(=O)NCC(=O)N(C)C(C(=O)Nc1ccc2c(c1)OCO2)c1ccccc1 (centres undefined)
0&-11,COc1ccc(S(=O)(=O)N2CCN(Cc3c[nH]c4ccccc34)CC2)cc1
-11,Cc1ccc(S(=O)(=O)Nc2ccc3c(c2)c2c(n3S(=O)(=O)c3ccc(C)cc3)CCC2)cc1
-1,CCOC(=O)c1cnc2c(C)cc(C)cc2c1Nc1ccc(Cl)cc1
2,Cc1ccc(C)c(NC(=O)CSc2nnnn2-c2ccccc2)c1
-65,Cc1cc(C)c(Nc2ccc(N)c3c2C(=O)c2ccccc2C3=O)c(C)c1
-17,CC1(C)Cc2c(sc3ncn4nc(-c5ccccc5Cl)nc4c23)C(C)(C)N1
-2,COc1ccc(CCN2C(=O)c3[nH]nc(-c4ccccc4O)c3C2c2ccc(C)cc2)cc1OC (centres undefined)
-13,CCn1c(SCC(=O)Nc2ccc(OC)c(OC)c2)nnc1-c1cccs1
-5,COc1ccccc1-c1c(C)nn2c(C)cc(C)nc12
-8,O=C1NC(=O)C2C1ON(c1ccc(Cl)cc1)C2c1ccc([N+](=O)[O-])cc1 (centres undefined)
-5,CCn1nnnc1SCC(=O)Nc1ccc(Br)cc1
-6,Cn1c(=O)oc2cc(S(=O)(=O)NCCN3CCN(c4ccccc4)CC3)ccc21

3 entries from above, arranged by the value under 14-3-3g Raf, lowest first:
14-3-3g Raf,SMILES
-21,CC(=O)NCC(=O)N(C)C(C(=O)Nc1ccc2c(c1)OCO2)c1ccccc1 (centres undefined)
-11,Cc1ccc(S(=O)(=O)Nc2ccc3c(c2)c2c(n3S(=O)(=O)c3ccc(C)cc3)CCC2)cc1
-5,CCn1nnnc1SCC(=O)Nc1ccc(Br)cc1

Other structures.
14-3-3g Raf,SMILES
-7,Cc1c(C(=O)NCCc2ccccc2)oc2ccc(S(=O)(=O)N3CCC(C)CC3)cc12
-6,Cc1cc(Br)ccc1N1C(=O)C2C3C=CC(C3)C2C1=O (centres undefined)
4,CCC(C)Sc1oc(-c2ccc(F)cc2)nc1S(=O)(=O)c1ccc(F)cc1 (centres undefined)
0,Cc1cc(C)nc(Sc2c(C)n[nH]c2C)n1
0,Cc1ccc(N2C(=O)CC(N3CCN(C4CCc5ccccc5C4)CC3)C2=O)cc1 (centres undefined)
-6,COc1cc(C(=O)Nc2ccc(NC(=O)c3ccccc3)c(Cl)c2)cc(OC)c1OC
-6,COc1ccc(-n2c(C)cc(C(=O)CN3CCC(C)CC3)c2C)cc1
-16,CC(=O)N(c1ccc2oc3c(c2c1)CCCC3)S(=O)(=O)c1ccc(C(C)(C)C)cc1
-10,COc1cccc(C2NC(=O)NC(C)=C2C(=O)Nc2ccccc2Cl)c1OC (centres undefined)
-12,Cc1nc(/N=C(\N)Nc2ccccc2)nc2ccccc12
-22,COc1ccccc1N1C(=O)C2ON(c3ccccc3)C(c3ccc(N(C)C)cc3)C2C1=O (centres undefined)
-3,COc1ccccc1-c1n[nH]c(=S)n1-c1ccccc1
-149,CCOc1ccc(Nc2ccc([N+](=O)[O-])c3nonc23)cc1
-7,COc1cccc(-c2cc(C(=O)NCc3ccccc3)no2)c1
0,COc1ccc(C2C(C(=O)NCc3ccccn3)c3ccccc3C(=O)N2Cc2ccc(F)cc2)cc1 (centres undefined)
-19,Cn1c(=O)n(C)c2cc(C(=O)c3ccccc3)ccc21
5,COc1cc(S(=O)(=O)N(Cc2cccs2)CC2CCCO2)ccc1-n1cnnn1 (centres undefined)
-43,CCOc1ccc(NC(=O)Cn2c(=O)n(-c3cccc(C)c3)c(=O)c3c(C)c(C)sc32)cc1
0,COc1ccc(C2C3=C(CC(C)(C)CC3=O)NC3=C2C(=O)CC(C)(C)C3)cc1OC
-3,CC(C)c1ccc(N2C(=O)c3ccccc3NC2c2ccc3c(c2)OCO3)cc1 (centres undefined)
-10,COCCCNC(=O)c1cc(Sc2ccccc2C(F)(F)F)nc2ccccc12
-5,CCOC(=O)c1cc(OC(=O)c2cccnc2)n(-c2ccccc2)n1
-81,CCC(C)(NC(C)=O)C(=O)NC1CCCC1 (centres undefined)
-12,Cc1occc1C(=O)Nc1ccccc1NC(=O)c1ccoc1C
-7,Cc1ccc(S(=O)(=O)C2(C(=O)Nc3ccc(Br)c(C)c3)CC2)cc1
7,CC1(C)CC(=O)C(C(C2=C(O)CC(C)(C)CC2=O)c2ccc(Cl)c([N+](=O)[O-])c2)C(=O)C1 (centres undefined)
3,COC(=O)CNC(=O)c1cc2c(=O)[nH]c3ccccc3c2s1
-3,CSc1ccc(C2C(C(=O)OC3CCCCC3)=C(C)NC3=C2C(=O)CCC3)cc1 (centres undefined)
-20,COc1ccccc1NS(=O)(=O)c1cccc2nsnc12
-4,Oc1ccccc1Nc1nc(NCC2CCCO2)c2ccccc2n1 (centres undefined)
7,C/C(=N\O)c1c(C)c2ccccc2n1C
-6,Cc1sc2[nH]c(=S)n(-c3ccccc3)c(=O)c2c1-c1ccccc1
-118,COc1cc([C@@H]2[C@H]3CNCC=C3C(C#N)=C(N)C2(C#N)C#N)ccc1OC(C)C
-12,CNC(=O)CN(c1cccc2ccccc12)S(C)(=O)=O
-8,CCOC(=O)N1CCN(c2nc(C(F)(F)F)nc3c(C)cc(C)cc23)CC1
-4&-7,C[C@]12C[C@H](O)[C@H]3[C@@H](CCC4=CC(=O)CC[C@@]43C)[C@@H]1CC[C@@H]2C(=O)CO
-10,CCOc1ccc2nnc(-c3ccc(Br)cc3)n2n1
-5,Cc1ccc(Oc2ccc(N3C(=O)c4ccc(C(=O)O)cc4C3=O)cc2)cc1
-1,COc1ccc(-n2nc(C(=O)NCC(=O)NC3CCCCC3)c3ccccc3c2=O)cc1
-14,C=CCOC(=O)C1=C(C)NC(=O)NC1c1cn(-c2ccccc2)nc1-c1ccc(Br)cc1 (centres undefined)
-96,c1cc(-c2nc3cc(Oc4ccc5oc(-c6ccncc6)nc5c4)ccc3o2)ccn1
-4,COc1cc(C(=O)N2CCN(C(=O)c3cc(OC)c(OC)c(OC)c3)C(C)C2)cc(OC)c1OC (centres undefined)
2,CSc1nnc(CNC(=O)c2ccccc2)n1-c1ccc(F)cc1
-18,C(=Cc1nc2cc(-c3ccccc3)ccc2o1)c1ccccc1
-4,COC(=O)c1sc(=S)n(-c2cc(Cl)ccc2OC)c1N
2,COc1cccc(C2CC(c3cccc(OC)c3)n3nc(N)nc3N2)c1 (centres undefined)
-3,COc1ccc(C)cc1NS(=O)(=O)c1ccc2c(c1)c(=O)n(C)c(=O)n2C
-8,COc1ccc(N2C(=O)CC(Sc3nccc(C)n3)C2=O)c(OC)c1 (centres undefined)
-2,CNc1nc(OC)cc(OC)n1
-3,COc1ccc(C(=O)NCCn2cc(SCC(=O)Nc3cc(C)on3)c3ccccc32)cc1OC
-5,O=C(c1ccc(CSCc2ccccc2F)o1)N1CCN(c2ccc(N3CCOCC3)nn2)CC1
-9,Cc1csc2nc(CNC(=O)c3ccco3)cn12
-12,COC(=O)C1=C(C)NC(=O)NC1c1cccc(OC)c1 (centres undefined)
-16,c1cc(-c2nc3ccccc3o2)nc(-c2nc3ccccc3o2)c1
-24,Cc1ccccc1C(=O)Nc1cccc(F)c1
-89,Cc1ccc(S(=O)(=O)c2nc(-c3cccs3)oc2SC(C)C)cc1
-3,O=C(Cn1ncc2c(=O)oc3ccccc3c21)N(Cc1ccco1)C1CCCCC1
-2,CCSc1nc2c([nH]c3ccccc32)c(=O)n1-c1ccc(Cl)cc1
-3,Nc1ccc(S(=O)(=O)C(F)(F)F)cc1
-5,COC(=O)CSc1nnc(-c2ccc(NS(=O)(=O)c3ccccc3)cc2)o1
7,CC1=C(C(=O)Nc2ccccn2)C(c2cccc(Oc3ccccc3)c2)C2=C(CC(C)(C)CC2=O)N1 (centres undefined)
-3,CCOC(=O)c1c(NC(=O)c2cc3nc(-c4ccc(OC)cc4)cc(C(F)(F)F)n3n2)sc(C)c1C
-4,NC(=O)CN1CCOCCOCCN(CC(N)=O)CCOCC1

In the list so far, 12 have two or more sulfur atoms:
14-3-3g Raf,SMILES
-6,O=C(CNS(=O)(=O)c1ccc(Br)s1)NCCC1=CCCCC1
-1,O=C(Nc1ccc(Br)cc1)C(Cc1ccccc1)NS(=O)(=O)c1cccc2nsnc12 (centres undefined)
0,CC(=O)Nc1ccc(S(=O)(=O)Nc2nc3ccccc3s2)cc1
-11,Cc1ccc(S(=O)(=O)Nc2ccc3c(c2)c2c(n3S(=O)(=O)c3ccc(C)cc3)CCC2)cc1
-13,CCn1c(SCC(=O)Nc2ccc(OC)c(OC)c2)nnc1-c1cccs1
4,CCC(C)Sc1oc(-c2ccc(F)cc2)nc1S(=O)(=O)c1ccc(F)cc1 (centres undefined)
5,COc1cc(S(=O)(=O)N(Cc2cccs2)CC2CCCO2)ccc1-n1cnnn1 (centres undefined)
-20,COc1ccccc1NS(=O)(=O)c1cccc2nsnc12
-6,Cc1sc2[nH]c(=S)n(-c3ccccc3)c(=O)c2c1-c1ccccc1
-4,COC(=O)c1sc(=S)n(-c2cc(Cl)ccc2OC)c1N
-89,Cc1ccc(S(=O)(=O)c2nc(-c3cccs3)oc2SC(C)C)cc1
-5,COC(=O)CSc1nnc(-c2ccc(NS(=O)(=O)c3ccccc3)cc2)o1
